hIAP act – human IAP activation; P09923; purified human IAP, CDP-Star luminescence, 30 min; active compounds read high; 1 = vehicle-only enzyme, 0 = enzyme-free background; activation factor at 10 µM; actives 0.16% (n = 330,000); AID 2524;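 active = activation factor of the enzyme at least 2-fold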; note: the source names both 10 and 20 µM as test concentration; values of inactives mirror those of a sister screen read the other way
Target sequence (P09923 whole entry, looked up): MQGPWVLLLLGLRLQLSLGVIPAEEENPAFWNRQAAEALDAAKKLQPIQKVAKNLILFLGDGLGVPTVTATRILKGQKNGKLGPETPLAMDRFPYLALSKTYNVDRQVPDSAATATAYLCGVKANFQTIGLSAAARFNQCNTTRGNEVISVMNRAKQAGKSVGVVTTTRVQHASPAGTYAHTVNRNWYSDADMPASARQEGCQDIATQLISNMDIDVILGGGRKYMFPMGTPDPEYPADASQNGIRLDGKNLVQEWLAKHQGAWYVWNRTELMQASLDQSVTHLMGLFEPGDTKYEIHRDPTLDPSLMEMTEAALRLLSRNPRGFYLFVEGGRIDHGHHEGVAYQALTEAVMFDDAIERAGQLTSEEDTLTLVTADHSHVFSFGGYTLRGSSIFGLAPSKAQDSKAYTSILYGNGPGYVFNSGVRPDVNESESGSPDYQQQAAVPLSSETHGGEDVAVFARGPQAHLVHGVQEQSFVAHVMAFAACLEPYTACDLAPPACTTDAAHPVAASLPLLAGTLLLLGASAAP
MPTP block – permeability transition pore inhibition; isolated mouse mitochondria, Ca2+ swelling absorbance, 30 min; AID 602449; actives 1.4% (n = 360,000); inhibition, % at 10 µM;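 active = inhibition of 50% or more, scaled per plate between neutral and stimulator controls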;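 note: 0% = DMSO wells given calcium and 100% = 1 mM EGTA wells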
APOBEC3G inh – blocks human APOBEC3G single-stranded DNA deamination; Q9HC16; recombinant A3G, ssDNA deamination FAM/TAMRA fluorescence; inhibition, % at 20 µM; actives 0.28% (n = 330,000); AID 493012;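 active = inhibition of at least 40% at 20 µM, with no more than 30% in the related APOBEC3A deaminase screen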;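 note: plate controls were DMSO wells with A3G for no effect and wells lacking A3G enzyme for full effect; some compounds called inactive have numbers as strong as hits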
Target sequence (Q9HC16 whole entry, looked up): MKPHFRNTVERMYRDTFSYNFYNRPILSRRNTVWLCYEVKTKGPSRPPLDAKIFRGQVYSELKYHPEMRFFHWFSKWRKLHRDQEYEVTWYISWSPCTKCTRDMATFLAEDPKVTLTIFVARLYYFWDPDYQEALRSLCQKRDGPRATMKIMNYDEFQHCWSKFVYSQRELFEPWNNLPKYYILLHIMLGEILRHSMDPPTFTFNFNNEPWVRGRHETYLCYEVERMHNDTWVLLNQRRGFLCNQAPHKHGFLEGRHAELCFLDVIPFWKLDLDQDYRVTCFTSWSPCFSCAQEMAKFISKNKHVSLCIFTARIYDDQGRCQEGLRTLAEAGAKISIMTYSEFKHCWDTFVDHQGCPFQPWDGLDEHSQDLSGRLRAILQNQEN
APOBEC3A inh – blocks human APOBEC3A ssDNA deamination; P31941; recombinant A3A, FAM/TAMRA ssDNA deamination fluorescence; inhibition, % at 20 µM; actives 0.41% (n = 330,000);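 active = at least 40% inhibition at 20 µM here, with at most 30% in a related deaminase screen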;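 note: plate controls were A3A with DMSO for no effect and wells lacking A3A enzyme for full effect; some results filed as inactive read as strong as hits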
hIAP inh – blocks human intestinal alkaline phosphatase | inhibition, % at 10 µM | P09923 | actives 0.12% (n = 330,000) | purified IAP, CDP-Star luminescence, 30 min | AID 2544;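 active = inhibition reaching a set limit with compound at 10 µM in the primary screen, cut at about 35% in these data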;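 note: plate controls were DMSO wells with enzyme for no effect and no-enzyme buffer wells for full effect; values of inactives mirror those of a sister screen read the other way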
NR3A LBD binder – modulates the human NR3A ligand-binding domain | NR3A LBD differential scanning fluorimetry, Tm shift; 0% = protein alone, 100% = glycine-bound protein | Tm shift relative to glycine control, % at 25 µM | actives 2.5% (n = 340,000);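 active = melting temperature shift of at least 10% of the positive control shift, at one fixed dose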
mIAP activ – mouse IAP activation. muIAP, CDP-Star luminescence, 30 min; active compounds read high; 1 = vehicle-only enzyme signal, 0 = enzyme-free wells. activation factor at 10 µM. actives 0.24% (n = 330,000). AID 2805;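 active = activation factor of at least 2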; note: the source names both 10 and 20 µM as test concentration; values of inactives mirror those of a sister screen read the other way
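Assay system: mouse IAP enzyme; Reagent: CDP-Star chemiluminescent phosphatase substrate; Compound: DMSO-dissolved test compounds; Incubation: 30 min, room temperature; Technique: luminescence from enzymatic CDP-Star hydrolysis; Controls: DMSO-only wells and no-enzyme negative control.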
MIN6 prolif – inducers of beta-cell replication in MIN6 cells | MIN6 cells proliferation, ATPlite luminescence, 48 h; cells starved in 0.2% serum; 100% = growth in 10% serum | AID 2380 | actives 0.29% (n = 330,000) | proliferation, % at 10 µM;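 active = compounds whose signal lies at least 3.5 SD above the mean of all wells on their plate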;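 note: 0% = DMSO-treated cells in low-serum medium and 100% = 10% serum control; some compounds called inactive have numbers as strong as hits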
mIAP inh – mouse IAP inhibition; purified mouse IAP, CDP-Star luminescence, 30 min; inhibition, % at 10 µM; actives 0.2% (n = 330,000); AID 2806;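 active = inhibition of at least 40% at 10 µM in the primary screen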;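 note: plate controls were DMSO with enzyme for no effect and no enzyme wells for full effect; values of inactives mirror those of a sister screen read the other way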
* marks the source's active call; other numbers are inactive results; / = no result given.

SMILES	hIAP act	MPTP block	APOBEC3G inh	APOBEC3A inh	hIAP inh	NR3A LBD binder	mIAP activ	MIN6 prolif	mIAP inh
CC1=C(C(=O)OCc2ccccc2)C(c2ccc([N+](=O)[O-])cc2)NC(=O)N1CCCCCC(=O)O (stereo unspecified)	0.99	-1.3	-9	-4	1	0	0.99	-2	1
CCCCCn1c(SCc2ccncc2)nc2cc(C(=O)NCc3ccco3)ccc2c1=O	0.97	-0.4	-5	1	3	-3	0.83	-6	17
CCOc1ccc(NC(=O)NCCCCc2ccccc2)cc1	0.95	0.3	-8	-1	5	-6	1.2	3	-19
COc1ccccc1OCC(=O)Nc1nc(C)c(C)s1	0.95	-0.3	-8	-3	5	-1	1	-1	0
COc1ccc(S(=O)(=O)N(C)CC(=O)N2CCCCCC2)cc1	1.1	-1.2	-1	-3	-6	0	1	3	-3
CSCCC(N=C(NS(=O)(=O)c1ccc(Br)cc1)c1ccccc1)C(=O)O (stereo unspecified)	1	-0.4	-7	-2	-2	-2	1	-2	-2
CCNc1nc(NC(C)(C)C)nc(SCC(N)=O)n1	0.94	-0.6	-11	-4	6	-1	0.88	2	12
COC(=O)C(C)Sc1nnc2n(-c3cccc(C)c3)c(=O)c3c4c(sc3n12)CCCC4 (stereo unspecified)	0.92	0.6	-10	-5	8	-1	0.93	-3	7
COc1ccc(NC(=O)c2cc(C)no2)cc1	1	-0.4	-8	-3	-1	1	0.99	0	1
CCOC(=O)CCCCC(=O)c1[nH]c(=O)[nH]c1CSc1nc(C)cc(=O)[nH]1	0.99	-0.1	-1	-4	1	0	1.1	-1	-11
COc1cc(OC)cc(-c2cc3ncccc3cn2)c1	0.95	-1.4	-12	-1	5	2	0.89	3	11
COc1ccc2nc(N3CCN(C(=O)c4ccc([N+](=O)[O-])o4)CC3)sc2c1	0.97	-1.2	-6	0	3	/	0.9	-6	10
COc1ccccc1NC(=O)COC(=O)c1ccc(S(=O)(=O)N2CCCCCC2)cc1	1.1	-0.8	-7	-4	-7	0	1	-2	-3
CC(C(=O)Nc1sc2c(c1C#N)CCCCC2)N1C(=O)c2ccccc2C1=O (stereo unspecified)	1	-15	-2	3	-4	-2	0.91	-2	9
COc1ccc(S(=O)(=O)N2CCC(C(=O)NC3CCCCC3)CC2)cc1OC	0.94	-2.5	-5	3	6	3	1	2	-1
CCOC(=O)c1cc(OCC(=O)NC(C)C(C)C)cc(C(=O)OCC)c1 (stereo unspecified)	1.1	0.5	-7	-5	-11	0	0.95	-3	5

3 entries out of the list, ordered by formula weight, descending.
SMILES	hIAP act	MPTP block	APOBEC3G inh	APOBEC3A inh	hIAP inh	NR3A LBD binder	mIAP activ	MIN6 prolif	mIAP inh
CCOC(=O)CCCCC(=O)c1[nH]c(=O)[nH]c1CSc1nc(C)cc(=O)[nH]1	0.99	-0.1	-1	-4	1	0	1.1	-1	-11
CC(C(=O)Nc1sc2c(c1C#N)CCCCC2)N1C(=O)c2ccccc2C1=O (stereo unspecified)	1	-15	-2	3	-4	-2	0.91	-2	9
COc1ccc2nc(N3CCN(C(=O)c4ccc([N+](=O)[O-])o4)CC3)sc2c1	0.97	-1.2	-6	0	3	/	0.9	-6	10

More structures follow:
SMILES	hIAP act	MPTP block	APOBEC3G inh	APOBEC3A inh	hIAP inh	NR3A LBD binder	mIAP activ	MIN6 prolif	mIAP inh
COC(=O)c1ccccc1NC(=O)NCc1ccccc1	1.1	1.1	-5	-1	-15	-2	1.1	-3	-8
CCN(CC(=O)Nc1c(C(=O)OC)[nH]c2ccc(Cl)cc12)c1ccc2c(c1)OCO2	0.89	-0.4	-6	-3	11	1	0.96	-5	4
COc1ccc(Nc2cc(C(=O)NCCCN3CCOCC3)c3ccccc3n2)cc1	1	-1.1	-8	-6	-2	1	1	2	0
CCOc1cc(C(=O)NCC(C)(C)CNC(=O)c2cc(OCC)c(OCC)c(OCC)c2)cc(OCC)c1OCC	0.9	9.6	-8	-4	10	-2	1.2	-5	-25
CC(C)(C)NC(=O)C(c1ccncc1)N(Cc1ccc(F)cc1)C(=O)c1ccc(-c2ccccc2)[nH]1 (stereo unspecified)	0.9	-2.4	-11	-5	10	-3	1	-6	-2
C/C(=N\N(Cc1ccccc1)c1ccccc1)c1ccncc1	0.61	0.6	-4	0	39*	0	0.85	1	15
CCOc1ccc2[nH]c(=O)c(CN(CCO)C(=O)c3ccc(F)cc3)cc2c1	1.1	-0.9	-3	0	-6	0	0.91	-1	10
O=C(Cc1c(F)cccc1Cl)Nc1cccc(S(=O)(=O)NC2=NCCCCC2)c1	0.88	-1.1	5	3	12	2	1.1	-2	-10
NC(=O)CSc1nnc(-c2ccc(S(=O)(=O)N3CCCCC3)cc2)n1-c1ccccc1	0.81	-0.5	-2	2	20	-1	1	-2	-2
Cc1nn(-c2ccccc2)c(Cl)c1/C=N/NC(=O)c1ccn[nH]1	1.5	-0.8	-3	-3	-53	-10	0.96	-6	4
CCN(CC)C(=O)c1ccccc1NS(=O)(=O)c1ccc(OC)c(C(=O)N2CCOCC2)c1	0.87	-0.4	-6	0	13	3	0.92	0	8
COc1ccc(N2CCN(C(=O)Cn3ncc4c([nH]c5ccccc54)c3=O)CC2)cc1	0.92	1.6	-6	-3	8	2	0.98	-2	2
COc1ccc(-c2cc(C(F)(F)F)nc(NC3CCCC3)n2)cc1OC	1	1.9	2	3	-2	-13	0.91	-5	9
CCOC(=O)CC1C(=O)NCCN1C(=O)c1cccc(C(F)(F)F)c1 (stereo unspecified)	1	0.3	-3	0	-5	1	0.95	5	5
Cc1cc(N2CCN(CC(O)C(F)(F)F)CC2)c2ccccc2n1 (stereo unspecified)	1.1	0.9	-6	-4	-10	0	0.99	3	1
Cc1cnc(NC(=O)c2ccc3c(c2)C(=O)N(Cc2ccco2)C3=O)s1	0.93	-0.5	-6	-2	7	0	0.89	5	11
O=C(O)c1ccc(-c2nc3scc(-c4ccccc4)c3c(=O)[nH]2)cc1	0.95	0.4	-3	3	5	4	1	-3	-1
COc1cccc2cc(C(=O)NCC3CCCO3)c(=O)oc12 (stereo unspecified)	0.98	-0.6	-1	-2	2	4	0.86	0	14
COC(=O)Cc1ccc(OC(=O)CCS(=O)(=O)c2ccc(C)cc2)cc1	1	-0.7	-7	2	-4	2	0.94	3	6
CS(=O)(=O)c1ccc(-c2cccc(NC(=O)c3ccco3)c2)nn1	0.92	-0.2	-1	-1	8	0	1	2	-2
CC(C)(C)C(=O)Nc1cccc(-c2nnc(-c3cccc(NC(=O)C(C)(C)C)c3)o2)c1	1	-3.0	-5	-4	-4	-3	0.97	0	3
CC(C)c1ccc(/C=C/C(=O)NCc2ccc(S(N)(=O)=O)cc2)cc1	1.2	-1.2	-9	0	-18	-5	0.98	-3	2
CC(C)C[C@@H](CC#N)N1CCN(Cc2ccccc2)CCC1=O	1.1	0.4	0	3	-8	-2	1	-3	-4
O=C(CSc1nnc(NC(=O)c2ccco2)s1)Nc1ccccc1F	0.97	-1.4	-9	-2	3	9	0.9	-2	10
Cn1nc(C(=O)N2CCCC2)c2ccccc2c1=O	1	1.1	-7	2	-3	-1	0.97	-2	3
COc1ccc(N(CC(=O)N2CCc3ccccc32)S(=O)(=O)c2c(C)noc2C)cc1	0.94	1.2	-4	-1	6	1	1	-3	-3
COc1cccc(/C=N/NC(=O)NC2CCCCC2)c1O	1.3	2.0	-2	-1	-34	-2	1.2	-4	-20
O=C(Cn1ccc(C(F)(F)F)n1)N=Nc1c(O)[nH]c2ccc(Br)cc12	1.4	1.4	-5	3	-41	4	0.86	2	14
CCn1c(COc2ccccc2C)nnc1SCC(=O)Nc1cc(C)on1	0.94	0.2	-6	-4	6	-2	1.1	3	-7
CC(=O)Nc1ccc(S(=O)(=O)Nc2nc3cc4c(cc3nc2Cl)OCCO4)cc1	0.89	-1.0	-6	-1	12	1	0.94	2	6
N#Cc1ccccc1Sc1ccccc1C(=O)NCC(c1ccco1)N1CCCC1 (stereo unspecified)	1.1	-0.5	-8	-3	-10	-2	0.96	3	4
CC1=CC2=NC(=O)CC(C)(C(=O)N(CC(=O)NC3CCCC3)c3ccccc3C)N2C=C1 (stereo unspecified)	1	-0.9	3	4	0	-1	1	0	-1
O=C(CCN1C(=O)/C(=C\c2ccccc2F)SC1=S)N1CCCCC1	1.2	1.7	-8	-1	-16	-3	0.94	-6	6
CCCc1cc(C(=O)Nc2ccc(C(=O)c3ccc(F)cc3)cc2)n(C)n1	1	34	-8	-2	0	-21	0.95	-4	5
Fc1cccc(/C=N/Nc2nc3ccccc3[nH]2)c1	1.5	/	-6	-4	-46	-3	0.88	-3	12
Cc1noc(C(=O)Nc2cccc(Cl)c2)c1Cl	0.92	-0.2	-10	-4	8	-1	0.96	-4	4
CC(=C/C(=O)O)/C=C/c1cccs1	0.91	-7.0	2	7	9	1	1	1	0
CC(=O)N(Cc1ccco1)c1nc(C(=O)Nc2ccc(Cl)cc2)c(C)s1	0.97	-0.6	-10	-1	3	-12	0.95	0	5
Cc1cccc(N(C(=O)Cn2nnc3ccccc32)C(C(=O)NCc2ccco2)c2ccncc2)c1 (stereo unspecified)	0.99	0.9	-4	-1	1	-4	1.1	1	-5
CC(=O)c1cc(NC(=O)c2ccc(Cl)cc2)c(=O)oc1/C=C/N(C)C	0.89	2.7	-4	-3	11	0	0.88	1	12
Cc1ccc(/C=N/NC(=O)CNC(=O)COc2ccccc2)o1	0.93	-1.3	-8	-4	7	0	1.1	0	-15
C[C@@H](C(=O)Nc1ccccc1N1CCOCC1)N1C(=O)C2CC=CCC2C1=O (stereo partly specified)	0.94	-2.1	-3	4	6	-1	1	-1	-5
CCOc1ccc2c(c1)C(C)=CC(C)(C)N2	0.93	1.2	-7	-2	7	0	1.1	4	-7
O=C(O)c1cccc(S(=O)(=O)N2CCCC2)c1	1	-0.7	-3	1	-4	1	1.1	4	-9
CCOc1ccc(S(=O)(=O)NCCC(=O)Nc2cccc(C(=O)OC)c2)cc1	0.94	-0.3	-8	-5	6	-1	1	-3	0
O=C(NC(=S)NCc1ccccc1)c1ccccc1[N+](=O)[O-]	1	-0.1	-1	0	0	0	0.99	-2	1
COC(=O)c1sccc1NC(=O)c1ccc(Br)s1	0.81	-0.2	-5	-1	20	1	0.89	0	11
CC1Cc2ccccc2N1C(=O)CCS(=O)(=O)c1ccc2c(c1)NC(=O)CS2 (stereo unspecified)	1	-2.0	-5	-5	0	-2	0.98	-4	2
COc1ccc(CN2CCCC(C(=O)N3CCCCC3)C2)cc1OC (stereo unspecified)	0.92	-0.3	-6	-1	8	0	0.98	-1	2
Cc1[nH]c2ccccc2c1-c1csc(NC(=O)CSCC(=O)O)n1	0.96	1.2	0	4	4	1	0.97	-1	3
O=C(/C=C/c1ccccc1)Nc1ccc2c(c1)C(=O)NC2=O	0.94	0.8	-7	-4	6	14*	1	-3	-2
O=C(OC(C(=O)NC1CCCC1)c1ccccc1F)c1ccco1 (stereo unspecified)	1.1	0.0	-4	-3	-13	1	1	-2	-4
CN(C)C(N)=NCCC[C@H](N)C(=O)O	1	-2.7	-4	1	0	0	0.89	-2	11
O=C1C2CCCN2C(=O)N1CCN1CCN(c2ccccc2)CC1 (stereo unspecified)	0.95	0.6	2	0	5	10	0.86	0	14
CCN(C(=O)Nc1ccccc1)c1ccccc1	0.98	-0.6	1	2	2	0	1	-1	-5
CC(C)(C)c1ccc(C(=O)N2CCCN(C(=O)c3ccc(C(C)(C)C)cc3)CC2)cc1	1	0.1	-1	-1	-3	-6	1.1	-5	-6

Screening results as filed in PubChem.
